KLF5 inhibitor: suppresses KLF5 promoter-driven expression; actives 0.23% (n = 290,000); DLD-1 KLF5 promoter-luciferase reporter, luminescence; inhibition, % at 5 µM;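 active = inhibition above a per-plate limit of that plate's mean compound inhibition plus 3 SD, cut at about 60% in these data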;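 note: 0% = DMSO wells and 100% = LY294002 at 200 µM; higher means less KLF5 promoter-driven luciferase light; inactives centre near -14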
aSyn UTR inh: 5' untranslated region of α-synuclein, MLPCN primary screen | alpha-synuclein 5'UTR reporter, inhibitor activity | inhibition, % (tested at 7.5 µM) | actives 0.82% (n = 300,000) | AID 1813; in the data active = inhibition above about 60%;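 note: H4 neuroglioblastoma cells stably carrying SNCA 5'UTR luciferase fusion; 0% = DMSO wells and 100% = positive control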
AI-2 QS mod: modulates the Vibrio harveyi AI-2 quorum sensing system; activity change, % at 7.5 µM; Vibrio harveyi JMH597 AI-2 luminescence/OD600 ratio, 9 h; hits give low values; strain lacks LuxN and CqsS sensors; 0 = neutral-control median; actives 0.4% (n = 300,000); in the data active = activity change below about -75%, passing the limit was not always enough;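 note: luminescence divided by OD600 gain over 9 h not by final OD600 alone; inactives centre near 13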
PolyA inhibitor: inhibitors of polyadenylation in S. cerevisiae | S. cerevisiae SKY197-pL101 polyadenylation reporter, beta-gal luminescence; efflux-impaired pdr1/pdr3 knockout yeast; score 100 = 6 SD above DMSO | calls only at 12 µM | actives 0.02% (n = 300,000) | AID 1875;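 active = lowest replicate activity score at least 50, where 100 means six control SD above control mean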;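 note: yeast exposed to compound for 9 h at 30 °C; higher score means more reporter readthrough which indicates perturbed polyadenylation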
HSF-1 act: increases HSF-1 driven luciferase reporter signal; NIH3T3-HGL HSF-1 luciferase reporter, MG132, 8 h; 100% = twice DMSO control signal; activation, % at 9 µM; actives 1.7% (n = 300,000); AID 504408;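 active = mean replicate activation of at least 50% with a set share of replicates each reaching 50%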;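 note: 0% = median of the neutral control wells and 100% = twice that signal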
HSP90 inh: HSP90 refolding inhibition in rabbit reticulocyte lysate | luciferase refolding luminescence, 3 h | inhibition, % at 5.6 µM | actives 0.91% (n = 290,000) | AID 1789;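 active = inhibition above the screen-wide mean plus 3 SD, computed separately per campaign, cut at about 16% in these data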;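 note: 0% = DMSO wells and 100% = 60 µM geldanamycin wells; inhibitors lower the luminescence because luciferase stays unfolded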
GSK3B inh: human GSK3beta kinase inhibition; actives 0.038% (n = 300,000); P49841; GST-GSK3beta kinase, ADP-Glo luminescence, 60 min; hits give low values; activity score (negative = inhibition), % at 10 µM;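 active = more than half of replicate wells score below -50%, meaning over 50% inhibition versus plate controls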;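 note: 0% = median DMSO wells and -100% = median GW8510 positive control wells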
Target sequence (P49841 whole entry, looked up): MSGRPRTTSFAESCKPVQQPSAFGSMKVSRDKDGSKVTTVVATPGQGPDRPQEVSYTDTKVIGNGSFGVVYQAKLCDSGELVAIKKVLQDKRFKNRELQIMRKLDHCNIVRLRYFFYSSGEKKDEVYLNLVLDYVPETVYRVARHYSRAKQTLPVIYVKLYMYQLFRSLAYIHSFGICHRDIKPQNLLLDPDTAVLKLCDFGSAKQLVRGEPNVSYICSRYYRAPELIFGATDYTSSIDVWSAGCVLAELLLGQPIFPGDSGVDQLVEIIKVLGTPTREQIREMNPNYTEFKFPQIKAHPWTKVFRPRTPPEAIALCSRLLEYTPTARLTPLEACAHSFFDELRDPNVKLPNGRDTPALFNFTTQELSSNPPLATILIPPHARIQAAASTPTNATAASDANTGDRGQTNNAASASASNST
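test system = GST-tagged human GSK3beta kinase, cell-free | reagent = 25 µM ATP with peptide substrate | dosing = one dose of 10 µM per compound | schedule = 60 min reaction, RT | detection = luminescent ADP-Glo measurement of ADP formed | control set = DMSO neutral wells and GW8510 at 20 µM as positive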
GSK3 alpha inh: inhibitors of human GSK-3 alpha kinase; inhibition, % at 10 µM; actives 0.1% (n = 320,000); ADP-Glo luminescence, 60 min; P49840;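 in the data active = inhibition above about 50%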;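 note: GST-tagged GSK-3 alpha with peptide substrate and 25 µM ATP; 0% = DMSO neutral wells and 100% = GW8510 positive control wells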
Target sequence (P49840 whole entry, looked up): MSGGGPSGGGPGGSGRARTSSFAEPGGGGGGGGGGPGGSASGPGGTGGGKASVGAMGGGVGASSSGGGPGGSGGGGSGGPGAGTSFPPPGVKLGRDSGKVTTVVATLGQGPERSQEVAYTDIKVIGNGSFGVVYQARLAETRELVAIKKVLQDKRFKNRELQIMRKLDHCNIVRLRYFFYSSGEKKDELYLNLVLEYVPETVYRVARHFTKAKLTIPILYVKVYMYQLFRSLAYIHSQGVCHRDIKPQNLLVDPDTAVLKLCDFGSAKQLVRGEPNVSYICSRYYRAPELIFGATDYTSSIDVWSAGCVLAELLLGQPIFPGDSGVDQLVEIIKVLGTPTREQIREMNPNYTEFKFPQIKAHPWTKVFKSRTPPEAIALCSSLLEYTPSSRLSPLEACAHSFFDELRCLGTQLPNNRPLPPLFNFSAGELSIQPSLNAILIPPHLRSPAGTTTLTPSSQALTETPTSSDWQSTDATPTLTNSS
HSF1 inhib: HSF1 inhibition; AID 2098; activity change, negative = inhibition, % at 7.5 µM (by protocol); actives 0.77% (n = 300,000); NIH3T3-HGL HSE-luciferase, MG132-induced, luminescence 8 h; hits give low values;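 active = more than half of replicate wells show activity change below -50%, luminescence cut by over half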;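 note: luciferase reports HSF-1 transcriptional activity via heat shock element; 0% = median of DMSO wells and -100% = zero luminescence signal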
IEC-6 tox: counter-screen for KLF5 inhibitors: cytotoxicity in IEC-6 cells; IEC-6 cytotoxicity, luminescence viability; inhibition, % at 5 µM; actives 0.78% (n = 290,000); in the data active = inhibition above about 22%;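 note: 0% = plate median of test compound wells and 100% = cytotoxic reference compound wells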
Starred values were filed as active, the others as inactive; i = inactive; . = not tested or not shown. Not all compounds are listed. The share of hits here may be higher or lower than overall.

SMILES | KLF5 inhibitor | aSyn UTR inh | AI-2 QS mod | PolyA inhibitor | HSF-1 act | HSP90 inh | GSK3B inh | GSK3 alpha inh | HSF1 inhib | IEC-6 tox
O=C1NNC(c2ccccc2)=N/C1=C\c1ccc(Cl)cc1 | -43 | 12 | 11 | i | 29 | 2 | 4 | -1 | 3 | -5
Clc1ccc(N=C2SCC3CCCCN23)cc1 (stereo unspecified) | -173 | -145 | -2 | i | 20 | 2 | 0 | 1 | 14 | 4
CCO[C@@H]1OC(C(=O)NCc2nc3ccccc3[nH]2)=C[C@H](C)[C@H]1CCCO | -10 | 4 | 25 | i | -9 | 5 | 3 | -2 | 4 | 8
CC#CC#Cc1cccc(=O)o1 | -5 | -116 | 14 | i | 12 | 1 | 4 | -4 | 0 | -5
O=C(Nc1ccccc1C(=O)Nc1ccccn1)c1cccc([N+](=O)[O-])c1 | -23 | 2 | 0 | i | -4 | -1 | -1 | 1 | 1 | 0
CCOC(=O)N1CCN(C(=O)c2ccc(Cn3c(=S)[nH]c4ccc(Br)cc4c3=O)cc2)CC1 | -2 | 0 | 13 | i | -30 | 0 | -1 | 2 | -15 | 5
O=C(/C=C/c1ccc2c(c1)OCO2)Nc1nc(-c2ccccc2)cs1 | 25 | -51 | 2 | i | 13 | 0 | -3 | 3 | 7 | 3
CCCc1ccc(OCc2ccc(C(=O)NCc3cccnc3)o2)c(OC)c1 | -34 | -16 | 13 | i | 12 | 0 | 1 | -1 | 13 | -1
O=C(c1ccc(Cn2c(=S)[nH]c3ccccc3c2=O)cc1)N1CCN(c2ccccn2)CC1 | -27 | 33 | -7 | i | -11 | 0 | 3 | 2 | 5 | -2
COc1ccc(-n2c(-c3ccc(Br)cc3)n[nH]c2=S)cc1 | -3 | 22 | 29 | i | 32 | 5 | -2 | 2 | 7 | -3
CSc1cc(/C=N/O)c(SC)s1 | -13 | 10 | -5 | i | 17 | 3 | -1 | 2 | -4 | -4
Cc1ccc(CN2CCSc3ccc(C(=O)N4CCN(c5ncccn5)CC4)cc32)cc1 | -14 | 11 | 54 | i | 27 | -2 | 3 | -1 | 2 | -7
COC(=O)c1ccc(NC(=O)CN(C)Cc2cccc(F)c2)cc1 | -22 | 6 | 5 | i | -10 | -1 | 9 | -4 | 2 | -5
N#CC1=C(N)OC2=C(CCC/C2=C/c2ccoc2)C1c1ccoc1 (stereo unspecified) | 8 | -58 | 6 | . | -1 | -1 | -10 | . | -4 | -15
CN(C)c1ccnc(-n2cccc2/C=N/OCc2ccccc2)c1C#N | -25 | -14 | 4 | i | 9 | -1 | -4 | -2 | 4 | 1
CCN(CC)c1ccc(-c2nn3c(-c4cccnc4)nnc3s2)cc1 | -35 | -26 | -8 | i | -7 | -1 | 2 | . | -2 | -3
CCOC(=O)c1c(NC(=O)CSc2nnc(CNc3ccc(C)cc3C)o2)sc(C)c1C | -37 | 24 | 27 | i | 26 | 1 | -3 | 29 | 21 | 1
COc1ccc(N(CC(=O)NC2CCCCC2)C(=O)CCCC(=O)Nc2ccccn2)cc1 | -2 | 7 | 40 | i | 9 | 1 | -1 | 0 | 0 | -1
O=C(Nc1ccc(Cl)cc1)c1ccc(S(=O)(=O)N2CCOCC2)cc1 | -9 | 11 | 15 | i | -6 | -1 | 0 | -1 | -6 | 4
O=C(CCc1nnc(-c2ccc3c(c2)OCO3)o1)NC(c1ccccn1)C(F)(F)F (stereo unspecified) | -40 | -11 | -8 | i | -1 | 2 | -3 | 13 | -7 | 1
O=C(COC(=O)c1ccccc1SCC(=O)N1CCCC1)Nc1ccccc1 | 0 | -10 | -5 | i | -14 | 1 | -1 | 0 | -7 | 9
Cc1cc(O)c(C(=O)/C=C/c2cccc([N+](=O)[O-])c2)c(=O)o1 | -8 | 1 | 5 | i | -11 | 1 | 1 | 0 | 3 | -5
COc1ccc(-c2cc(C(=O)OC3CCOC3=O)c3ccccc3n2)cc1 (stereo unspecified) | -34 | 1 | 1 | i | -12 | 1 | 2 | -2 | -4 | -4
C[C@H](NC(=O)c1nc[nH]c1C(=O)N[C@H](C)c1ccccc1)C(=O)OCc1ccccc1 | . | 10 | -2 | i | 11 | . | 0 | -1 | 3 | .
Cn1cccc1Cc1nnc(SCC(=O)Nc2cccc(F)c2)n1CCc1ccccc1 | 8 | 2 | 23 | i | 24 | 1 | 1 | 0 | 5 | 1

Given with two lines to a compound: entries from further up
Order of values: KLF5 inhibitor	aSyn UTR inh	AI-2 QS mod	PolyA inhibitor	HSF-1 act	HSP90 inh	GSK3B inh	GSK3 alpha inh	HSF1 inhib	IEC-6 tox
- O=C(COC(=O)c1ccccc1SCC(=O)N1CCCC1)Nc1ccccc1
  0	-10	-5	i	-14	1	-1	0	-7	9
- COc1ccc(-c2cc(C(=O)OC3CCOC3=O)c3ccccc3n2)cc1 (stereo unspecified)
  -34	1	1	i	-12	1	2	-2	-4	-4
- COc1ccc(-n2c(-c3ccc(Br)cc3)n[nH]c2=S)cc1
  -3	22	29	i	32	5	-2	2	7	-3

Full records, looked up by structure. Values in the order: KLF5 inhibitor, aSyn UTR inh, AI-2 QS mod, PolyA inhibitor, HSF-1 act, HSP90 inh, GSK3B inh, GSK3 alpha inh, HSF1 inhib, IEC-6 tox
`N#CC1=C(N)OC2=C(CCC/C2=C/c2ccoc2)C1c1ccoc1` (stereo unspecified) reads 8, -58, 6, ., -1, -1, -10, ., -4, -15
`C[C@H](NC(=O)c1nc[nH]c1C(=O)N[C@H](C)c1ccccc1)C(=O)OCc1ccccc1` reads ., 10, -2, i, 11, ., 0, -1, 3, .
`Cn1cccc1Cc1nnc(SCC(=O)Nc2cccc(F)c2)n1CCc1ccccc1` reads 8, 2, 23, i, 24, 1, 1, 0, 5, 1

(more compounds)
SMILES | KLF5 inhibitor | aSyn UTR inh | AI-2 QS mod | PolyA inhibitor | HSF-1 act | HSP90 inh | GSK3B inh | GSK3 alpha inh | HSF1 inhib | IEC-6 tox
COc1cc(C(=O)Oc2cccc(C=O)c2)cc(OC)c1OC | -6 | 10 | 25 | i | -12 | -1 | 1 | -1 | -11 | 2
Cc1cccc(Nc2ccccc2C(=O)NCc2ccco2)c1C | -6 | 10 | 1 | i | . | -2 | 2 | -2 | . | -1
CC(=O)OCCN(CCCn1c(-c2ccncc2)nc2ccccc21)c1nc(-c2ccc(C)cc2)cs1 | -21 | 4 | 3 | i | -1 | -2 | 1 | 0 | -1 | 2
O=C1C2C3C=CC(CC3)C2C(=O)N1c1nccs1 (stereo unspecified) | 25 | 7 | 19 | i | -9 | 0 | 4 | 3 | -6 | -8
CC(C)CC(OC(=O)c1ccc(Cl)nc1)C(=O)NC1CCCC1 (stereo unspecified) | -14 | -9 | 19 | i | 4 | 4 | 0 | -1 | 2 | 6
O=C(CCC(=O)N1CCCC1)Nc1ccc(Cl)c(Cl)c1 | -5 | 3 | -54 | i | 6 | -3 | -2 | 3 | 4 | 2
Cc1nc(N2CCN(Cc3ccccc3)CC2)nc2c1C(=O)CCC2 | -3 | 11 | 10 | i | 3 | 1 | 1 | -3 | -5 | 2
COc1ccc(CNC(=O)CN2CCC(n3nnc4cc(F)ccc43)CC2)cc1 | -6 | -27 | -5 | i | -19 | 1 | -1 | 1 | 2 | -7
CCOP(=O)(OCC)c1nc(-c2ccccc2Cl)oc1N1CCOCC1 | -8 | -3 | 12 | i | 5 | 4 | -6 | -4 | -4 | -8
O=C(CSc1nc2ccccc2[nH]1)Nc1ccc2c(c1)CCC2 | -15 | -34 | 11 | i | -1 | -4 | -2 | -1 | 0 | -2
NNc1ccc(Cc2ccc(Cl)cc2Cl)nn1 | -7 | -8 | -22 | i | -13 | -2 | 2 | -2 | -5 | -5
O=C(O)CCCN1C(=O)NC2NC(=O)NC21 (stereo unspecified) | -17 | -34 | 9 | i | -12 | 5 | -2 | 1 | -1 | -4
CSc1ccccc1NC(=O)c1cnc2n(c1=O)CCS2 | -5 | -29 | 22 | i | 2 | 4 | -3 | -2 | 8 | 4
CCCCOC(=O)Nc1ccc(OC)cc1S(=O)(=O)N1CCOCC1 | -30 | 6 | 12 | i | 0 | -2 | 1 | 0 | 2 | 2
O=C(COc1ccc(C(=S)N2CCOCC2)cc1)N1CCCC1 | -2 | -7 | 14 | i | 3 | -3 | -4 | -2 | -4 | -1
COCCNC(=O)Cn1cnc2sc(C)c(S(=O)(=O)N3CCN(c4ccccc4OC)CC3)c2c1=O | -30 | -6 | . | i | -6 | -3 | . | 0 | -13 | -6
Cc1ccc(NS(=O)(=O)c2cn(C)cn2)cc1 | -19 | -6 | 22 | i | 42 | 2 | -2 | -4 | 30 | -2
O=C(c1ccc(Br)cc1)N1CCCC1 | -34 | -4 | 8 | i | -2 | 3 | 1 | -3 | -7 | 2
O=C(NCC(c1cccs1)N1CCOCC1)c1cc(-c2ccccn2)nc2ccccc12 (stereo unspecified) | -55 | 16 | 3 | i | -5 | 0 | 4 | -2 | 0 | -1
CC(C)NC(=O)c1nc2ccccc2s1 | -17 | -84 | 30 | i | 0 | -2 | 0 | 6 | 0 | -2
CCn1cc(C(=O)NCCc2ccccc2)c(=O)c2cc(S(=O)(=O)N3CCCC3)ccc21 | 2 | -21 | 14 | i | 3 | 3 | 2 | 3 | 2 | 5
Cc1sc2ncnc(OCC(=O)N3CCN(S(=O)(=O)c4ccccc4)CC3)c2c1C | -59 | 0 | 22 | i | -19 | -2 | 9 | -2 | 2 | -3
Cc1ccc(C(=O)c2cc([N+](=O)[O-])ccc2N2CCCCC2)cc1 | 56 | 81* | 14 | i | -19 | -1 | 2 | 1 | -17 | 89*
COc1ccc(S(=O)(=O)N2CCOC2CNC(=O)C(=O)NCc2cccnc2)cc1C (stereo unspecified) | -15 | -5 | 5 | i | -10 | -3 | 1 | -1 | -3 | 0
CCOC(=O)c1ccc(N2C=C(C(=O)OC)C(c3cccc(O)c3)C(C(=O)OC)=C2)cc1 | -28 | 35 | 11 | i | -5 | -4 | -1 | -2 | 2 | 2

An excerpt from above in order of length of the SMILES, ascending.
SMILES | KLF5 inhibitor | aSyn UTR inh | AI-2 QS mod | PolyA inhibitor | HSF-1 act | HSP90 inh | GSK3B inh | GSK3 alpha inh | HSF1 inhib | IEC-6 tox
O=C(O)CCCN1C(=O)NC2NC(=O)NC21 (stereo unspecified) | -17 | -34 | 9 | i | -12 | 5 | -2 | 1 | -1 | -4
O=C(CSc1nc2ccccc2[nH]1)Nc1ccc2c(c1)CCC2 | -15 | -34 | 11 | i | -1 | -4 | -2 | -1 | 0 | -2
CC(=O)OCCN(CCCn1c(-c2ccncc2)nc2ccccc21)c1nc(-c2ccc(C)cc2)cs1 | -21 | 4 | 3 | i | -1 | -2 | 1 | 0 | -1 | 2
